CBFb-RUNX1 inh: CBF-beta/RUNX1 interaction disruption; AlphaScreen CBFb-His/RUNX1-biotin binding, biochemical; Potency, µM (series often up to 59.8 µM), for the others: at the top dose activity, negative = inhibition, usual class: inhibitors; Q01196+Q13951; AID 1477; 230,000 tested, under 10 active; further: % of control where 0% means no effect
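Bead-based AlphaScreen assay; binding partners His-tagged CBF-beta and biotinylated RUNX1 at 30 nM each. Compound exposure 15 min after a 20-min protein preincubation; bead step 90 min; all steps at room temperature.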
NPSR antag: blocks cAMP signaling of the human neuropeptide S receptor; Potency, µM (doses to about 38.3 µM), for the others: top-dose activity change, negative = inhibition, hits mostly inhibitors; CHO-NPSR cells, cAMP TR-FRET, antagonist mode; hit rate 1% among 220,000; Q6W5P4; further: potency means the concentration at half of the fitted maximal effect; on the % scale 0 is the no-effect control and ±100 the full control effect; nearly all actives have a fitted effect of over 50% in size; many of its hits are not listed in these tables
Epigenetic reg: regulators of epigenetic silencing causing reporter derepression in mouse cells; hit rate 0.2% among 280,000; AID 1865; murine LDR cells, GFP reporter derepression, 30 h; Potency, µM (top dose mostly 53.9 µM), without a hit: at the top dose GFP activation, actives largely listed as activators; further: potency means the concentration at half of the fitted maximal effect; % of control where 0% means no effect; nearly all actives have a fitted effect of over 60% in size
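Reporter derepression read as number of fluorescent GFP-positive objects, 20-120 um in size, counted by laser-scanning cytometer. Mouse LDR line with an epigenetically silenced CMV-GFP locus; compound incubation 30 h, 37 C.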
IMPase Li inh: cell-permeable IMPase inhibitors with lithium potentiation; Potency, µM (doses to about 59.4 µM), inactives show at the highest dose activity, negative = IMPase inhibition, actives largely listed as inhibitors; AID 1457; hit rate 0.35% among 210,000; CHO-M1 cells, IP1 TR-FRET (IP-One), carbachol + lithium;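 further: IP1 builds up when IMPase is blocked and the TR-FRET signal falls; potency means the concentration at half of the fitted maximal effect; plate controls were basal vehicle for no effect and high inhibitor control for full effect; nearly all actives have a fitted effect of over 50% in size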
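CHO-M1, 2000 cells/well, 16–30 h culture; cpd + low Li+, 30 min 37C; lysis with d2-IP1/Eu-anti-IP1 Ab, 10 min RT; TR-FRET 665/620 ratio and 620 channel; AC50 via Hill.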
HTT aggregate: inhibitors of mutant huntingtin aggregate formation in PC12 cells; PC12 HttQ103-GFP aggregates, Acumen cytometry, 40 h; Potency, µM (doses to about 46.1 µM), without a hit: at the highest dose activity change, negative = inhibition, hits mostly inhibitors; hit rate 1.1% among 220,000; AID 1688; further: potency means the concentration at half of the fitted maximal effect; on the % scale 0 is the no-effect control and ±100 the full control effect; nearly all actives have a fitted effect of over 60% in size
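Read-out: GFP aggregate count by laser scanning cytometer (488 nm excitation, 500-530 nm emission, 1–25 µm objects >6 SD above background). Cells: PC12, inducible HTTex1-Q103-GFP, 100 nM tebufenozide; compounds titrated.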
L3MBTL1 block: inhibitors of human L3MBTL1; Q9Y468; hit rate 0.66% among 230,000; Potency, µM (series often up to 57.1 µM), inactives show at the top dose activity, negative = inhibition, hits mostly inhibitors; AlphaScreen L3MBTL1–H3K9me1 peptide binding; further: potency means the concentration at half of the fitted maximal effect; on the % scale 0 is the no-effect control and ±100 the full control effect; nearly all actives have a fitted effect of over 60% in size
Target sequence (Q9Y468 whole entry, looked up): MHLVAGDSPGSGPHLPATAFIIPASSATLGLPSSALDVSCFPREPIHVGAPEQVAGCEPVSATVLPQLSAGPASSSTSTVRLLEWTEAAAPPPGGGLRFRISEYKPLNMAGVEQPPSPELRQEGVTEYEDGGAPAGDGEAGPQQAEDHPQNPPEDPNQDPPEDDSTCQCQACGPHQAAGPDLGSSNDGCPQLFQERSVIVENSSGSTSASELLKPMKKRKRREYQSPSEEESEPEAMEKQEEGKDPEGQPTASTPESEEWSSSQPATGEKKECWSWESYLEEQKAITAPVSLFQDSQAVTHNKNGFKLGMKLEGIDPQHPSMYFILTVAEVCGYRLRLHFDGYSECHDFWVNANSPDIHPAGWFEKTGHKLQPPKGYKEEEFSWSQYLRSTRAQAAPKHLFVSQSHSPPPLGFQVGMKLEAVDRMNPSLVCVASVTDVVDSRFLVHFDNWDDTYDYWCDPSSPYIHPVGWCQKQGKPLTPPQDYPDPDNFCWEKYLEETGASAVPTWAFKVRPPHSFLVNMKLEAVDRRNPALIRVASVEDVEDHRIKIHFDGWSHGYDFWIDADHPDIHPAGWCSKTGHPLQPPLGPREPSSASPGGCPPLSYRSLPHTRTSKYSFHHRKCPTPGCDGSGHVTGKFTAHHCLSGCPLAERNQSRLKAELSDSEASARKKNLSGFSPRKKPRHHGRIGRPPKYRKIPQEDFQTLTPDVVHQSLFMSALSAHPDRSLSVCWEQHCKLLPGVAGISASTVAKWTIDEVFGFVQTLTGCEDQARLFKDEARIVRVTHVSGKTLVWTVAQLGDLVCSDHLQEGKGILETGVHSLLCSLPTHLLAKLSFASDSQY
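Read-out is AlphaScreen signal from streptavidin donor and nickel chelate acceptor beads (10 ug/mL final each) bridging L3MBTL1 (50 nM) and biotinylated K9-monomethylated H3(1-15) peptide (75 nM), after 30 min compound exposure at room temperature.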
Luc counter: Kinase-Glo luciferase inhibition (counter-screen); AID 1379; Kinase-Glo luciferase, ATP luminescence, 8 min; Potency, µM (highest dose often 38.3 µM), without a hit: at the highest dose activity change, negative = inhibition, actives largely listed as inhibitors; hit rate 0.28% among 200,000; further: potency means the concentration at half of the fitted maximal effect; on the % scale 0 is the no-effect control and ±100 the full control effect; nearly all actives have a fitted effect of over 60% in size
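Substrate mix (final 50 mM imidazole pH 7.2, 50 mM KCl, 7 mM MgCl2, 10 uM ATP, 0.01% Tween 20, 0.05% BSA) plus pin-tool compound, then Kinase-Glo detection mix; 8 min ambient, luminescence read.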
The depositor's hits bear a star; ? = inconclusive; . = no result given; [ ] = another dose, or the depositor's remark. The call rests on the fitted dose curve; in most records, active means well fitted curve in the direction sought with a large enough effect; inconclusive means small, poorly fitted or top-dose-only effect, or another doubt; inactive means no such curve, though single readings can be large; an effect the other way counts as inactive or inconclusive. Not all compounds are listed; rates above refer to the full screens.

Results follow in this order: HTT aggregate, NPSR antag, IMPase Li inh, Luc counter, Epigenetic reg, CBFb-RUNX1 inh, L3MBTL1 block
Cc1ccc(-c2nnc(COc3cccc(-n4cnnn4)c3)o2)cc1
    9%, -21%[46.1 µM], 9%[38.3 µM], 2%, 0.7%, -1%, 9%
Cc1ccc(S(=O)(=O)N2CCN(C(=O)c3ccccc3)C2C(C)C)cc1 (configuration not stated)
    23%, -22%[46.1 µM], 19%[38.3 µM], -4%, -3.4%, 0%, 51%[activator]
Cc1ccc(CCNC(=O)c2coc3nc4ccccc4nc23)cc1
    16%, ?, -18%[38.3 µM], -5%, -1.2%, -3%, 2%
O=C1C(C2=C(O)c3ccccc3C2=O)=Nc2ccccc21
    -26%, -8%[46.1 µM], 51%[activator][38.3 µM], 11µM*, 7.9µM*, -21%, ?
COc1cccc(NC(=O)c2ccc(NC(=O)C(C)C)cc2)c1
    23%[9.22 µM], -3%, 0%, ., -0.1%, 13%, 8%
O=C(N1CCCC1)C12CC3CC(CC(C3)C1)C2
    -4%, 13%, 6%, 2%, -1.0%, 0%, ?
CCOc1ccc(/C=C/C(=O)c2cccs2)cc1
    ., ., 29%, 14µM*, -0.8%, -6%[21.7 µM], .
CC1=N/C(=C/c2ccco2)C(=O)O1
    0%, 8%, 4%, -1%, -2.4%, ., .
CCOc1ccc(-c2nnc3ccc(SC)nn23)cc1
    11%, -11%[46.1 µM], 0%[38.3 µM], -2%, -2.3%, 6%, 0%
O=C(Nc1ccccc1)NC1(C(=O)NCc2ccc3c(c2)OCO3)CCCCC1
    3%, -17%[46.1 µM], 26%[38.3 µM], -4%, -1.0%, 4%, .
CC1(C(=O)c2ccccc2)C2c3c(ccc4ccccc34)OC(=O)C21C(=O)N1CCOCC1 (configuration not stated)
    20%, ?, 4%[38.3 µM], -7%, -0.9%, -7%, -16%
O=C1OC2(CCCCC2)OC(=O)C1=CNc1ccc2c(c1)OCO2
    15%, -16%[46.1 µM], 2%[38.3 µM], -2%, 3.1%, 0%, 18%
O=C1C(Cc2ccccc2)SC(=Nc2ccccc2)N1c1ccccc1 (configuration not stated)
    -4%, -23%[46.1 µM], -9%[38.3 µM], 0%, -0.9%, 10%, 3%
COc1ccc(CN2CCN(S(=O)(=O)c3ccc(C)cc3)CC2)cc1Br
    -13%, -19%[46.1 µM], 20%[38.3 µM], -3%, -0.4%, 1%, .
Cc1ccccc1C(=O)Oc1ccccc1N1C(=O)C2CC=CCC2C1=O (configuration not stated)
    -23%, 13%, 0%, 2%, 2.2%, 0%, -4%
COc1cc(OC)c2c(-c3cccc(/C=C/c4ccc(F)cc4)c3)cc(=O)oc2c1
    ., ., 7%, 2%[39.9 µM], -1.5%, -2%, -8%
CC(C)c1nnc(NC(=O)c2sc3ccccc3c2Cl)s1
    -7%, -8%[46.1 µM], -28%[38.3 µM], -3%, 0.2%, -1%, -1%
CC(C)(C)c1ccc(NC(=O)COc2ccc(-n3ccnc3)cc2)cc1
    ?, ?, 39%[activator][38.3 µM], -4%, 1.0%, -8%, .
N[C@H](C(=O)O)C1[C@H](C(=O)O)[C@H]1C(=O)O (some centres not stated)
    ., ., 6%, 1%, -1.1%, 16%[21.7 µM], .
CCCCc1ccc(C2C3=C(CC(C)(C)CC3=O)NC3=C2C(=O)c2ccccc23)cc1 (configuration not stated)
    ?, -46%, 2%, -5%, 0.0%, -7%, -26%
CC(NC(=O)Cn1c(NCCO)nc2ccccc21)C1CC2CCC1C2 (configuration not stated)
    -15%, -11%, 6%, 2%, -0.7%, 12%, .
COC(=O)C(C)N1C(=O)S/C(=C/c2cc(C)n(-c3ccccn3)c2C)C1=O (configuration not stated)
    18%[9.22 µM], -7%[46.1 µM], 38%[activator][38.3 µM], 2%, -1.0%, -13%, .
COc1cc(C2C(C#N)=C(N)OC3=C2C(=O)CCC3)cc(OC)c1OC(=O)N1CCOCC1 (configuration not stated)
    6%, 2%[46.1 µM], -5%[38.3 µM], -2%, -2.3%, -15%, -7%
O=C1C2C3C=CC(C4CC34)C2C(=O)N1/N=C/c1ccc(-c2cccc([N+](=O)[O-])c2)o1 (configuration not stated)
    ?, -2%, 21%, 3%, 0.6%, -1%, -10%
Cc1ccc(CN2CCC(N3CCC(C(=O)NCC4CCCO4)CC3)CC2)o1 (configuration not stated)
    13%[9.22 µM], 12%, -7%, 2%, ?, -2%, -20%
Cn1c(=O)c2c(nc(N3CCN(c4ccccn4)CC3)n2Cc2ccc(Cl)cc2Cl)n(C)c1=O
    9%, 0%[46.1 µM], 2%[38.3 µM], 0%, -0.9%, 2%, 0%
Cc1cc(NS(=O)(=O)c2ccc(NC(=O)CCCOc3ccccc3)cc2)no1
    11%, -4%[46.1 µM], 1%[38.3 µM], -3%, -1.0%, -1%, -4%
O=C(Nc1ccc2nn(-c3ccccc3)nc2c1)c1ccc2c(c1)OCO2
    -3%, -21%[46.1 µM], 15%[38.3 µM], -2%, -1.1%, 9%, -8%
COCCNc1nnc(SCC(=O)c2c[nH]c3ccccc23)s1
    1%, 2%, -2%, -4%, -1.3%, -1%, 3%
O=C(COC(=O)c1cc(-c2cccc(Br)c2)nc2ccccc12)NCC1CCCO1 (configuration not stated)
    1%, -45%, -5%, -1%, -2.1%, 6%, .

More entries follow:
Results follow in this order: HTT aggregate, NPSR antag, IMPase Li inh, Luc counter, Epigenetic reg, CBFb-RUNX1 inh, L3MBTL1 block
CCc1ccc(NC(=O)c2cnn(-c3ccccc3)c2C)cc1
    0%, -2%, -3%, -8%, 0.1%, 4%, 2%
Cc1nc2nc3c(c(=O)n2[nH]1)CCCC3
    21%, 2%[46.1 µM], -15%[38.3 µM], -2%, -1.0%, 2%, 4%
CCOC(=O)C1CCN(Cc2cn(C)nc2-c2ccc(Oc3ccccc3)cc2)CC1
    -27%, 38%, ., ., 3.5%, 0%, -9%
C/C(=N\NC(=O)COc1ccccc1[N+](=O)[O-])c1cccs1
    4%, -18%, 8%, 0%, 0.9%, 7%, -5%
Cc1ccnc(NS(=O)(=O)c2ccc(NC(=O)Cc3cccs3)cc2)n1
    6%, -4%[46.1 µM], -6%[38.3 µM], 2%, -0.8%, -7%, 32µM*
Cc1cc(C)cc(NC(=O)c2cc(S(=O)(=O)NCc3ccco3)ccc2F)c1
    -10%, -27%[46.1 µM], ., ., -1.0%, -2%, -3%
COc1ccccc1NC(=O)CSc1nnc(Cn2c(=O)sc3ccccc32)n1C
    -15%, -8%[46.1 µM], 3%, 0%, 1.0%, 4%, -12%
CCCN(C(=O)Cc1nc(N)n[nH]1)C1(C(=O)Nc2ccccc2C)CCCCC1
    9%, 0%[46.1 µM], -8%[38.3 µM], -1%, -1.4%, -30%, ?
Cc1cccc(C)c1Nc1nnc(SCc2cc([N+](=O)[O-])cc3c2OCOC3)s1
    -12%[9.22 µM], ?, 9%[38.3 µM], 3%, -5.9%, -29%, .
Cc1ccc(S(=O)(=O)NC(CC(=O)NC2CCCC2)c2ccco2)cc1 (configuration not stated)
    21%, -22%[46.1 µM], 39%[38.3 µM], 1%, -1.0%, 9%, 14%
COc1cc(C(=O)Nc2c(-c3ccccn3)c(=O)c3ccccc3n2C)cc(OC)c1OC
    1%, -1%[46.1 µM], ?, -4%, 0.0%, -7%, -4%
Cc1cc(=O)[nH]c2c1c(C)nn2C1CCOC(C)(C)C1 (configuration not stated)
    9%, 1%[46.1 µM], 9%[38.3 µM], 1%, 0.1%, 0%, -1%
Cc1nc(CS(=O)(=O)c2ccc(Cl)cc2)cc(N2CCOCC2)n1
    -9%, -6%[46.1 µM], 4%[38.3 µM], 3%, 1.0%, -1%, 7%
CC1CCN(CCc2nc3cc(NC(=O)NC4CCCCC4)ccc3n2C)CC1
    6%, -3%[46.1 µM], 33%[activator][38.3 µM], 1%, 1.0%, -3%, 12%
O=C(CN1CCC(n2nnc3cc(F)ccc32)CC1)N1CCc2ccccc2C1
    -19%, -12%[46.1 µM], 9%[38.3 µM], 0%, 0.0%, 3%, -2%
CCn1c2ccccc2c2cc(NC(=O)COC(=O)c3cc(S(N)(=O)=O)c(Cl)cc3Cl)ccc21
    10%[9.22 µM], 14%, 6%, -3%, -2.0%, -8%, 7%
Cc1c(/C=N/NC(=O)c2cccnc2)c2ccccc2n1Cc1ccccc1
    10µM*, 7%, 9%, 0%, ?, -4%, .
Cc1ccc(OCCN(C)C(=O)CC2C(=O)NCCN2CC(C)(C)C)cc1 (configuration not stated)
    6%[9.22 µM], -2%, -2%, 3%, 1.6%, 8%, -8%
C/C(=N\NC(=S)Nc1cccc(C)c1)c1cccc(N)c1
    -5%, -16%, -10%, 0%, -1.0%, -4%, -2%
O=C1/C(=C/c2ccccc2)CCCc2ccccc21
    5%, -10%[46.1 µM], -3%, -5%, -0.9%, 23%, 13%
CCOC(=O)c1cn2nc(Oc3ccc(OC)cc3)ccc2n1
    5%[9.22 µM], -12%, ., ., 0.0%, -1%, -6%
Cc1ccc(CNC(=O)c2cc3c(-c4ccc(Cl)cc4)nn(C)c3s2)o1
    8.9µM*, -30%[46.1 µM], 18%[38.3 µM], -3%, 1.0%, -1%, .
O=C(Nc1ccc(Nc2ccncc2)cc1)c1ccc([N+](=O)[O-])cc1
    10%[9.22 µM], -4%, ., ., 0.5%, 0%, -4%
COC(=O)CCCCCc1ccc(C(C)=O)s1
    -4%, 13%[46.1 µM], 10µM*, -2%, 0.0%, 19%, 19%
CCCc1ccc(-c2cc(C(=O)NN3CCOCC3)c3ccccc3n2)cc1
    2%, -16%[46.1 µM], -14%[38.3 µM], -6%, -0.9%, -9%, 5%
O=[N+]([O-])c1ccc(/C([O-])=C(/C(=S)Nc2ccccc2F)[n+]2ccccc2)cc1
    -9%, -5%, 8%, -1%, -1.7%, -19%, -5%
CC1(C)N([O-])C(c2ccccc2)=C[N+](=O)C1(C)C
    7%, 7%[46.1 µM], -7%[38.3 µM], 0%, -0.9%, 8%, 0%

Ordered by value in Epigenetic reg (smallest number first): 3 of the compounds above
canonical_smiles	HTT aggregate	NPSR antag	IMPase Li inh	Epigenetic reg	CBFb-RUNX1 inh	L3MBTL1 block
C/C(=N\NC(=S)Nc1cccc(C)c1)c1cccc(N)c1	-5%	-16%	-10%	-1.0%	-4%	-2%
CCOC(=O)c1cn2nc(Oc3ccc(OC)cc3)ccc2n1	5%[9.22 µM]	-12%	.	0.0%	-1%	-6%
O=C(Nc1ccc(Nc2ccncc2)cc1)c1ccc([N+](=O)[O-])cc1	10%[9.22 µM]	-4%	.	0.5%	0%	-4%
